CXXC DNA block = blocks binding of human MLL CXXC domain to DNA; Q03164; MLL-CXXC / FITC-HOXA9 DNA fluorescence polarization; Potency, µM (series often up to 115 µM), for inactives: at the top dose activity change, negative = inhibition, actives largely listed as inhibitors; hit rate 0.037% among 290,000; active = well fitted inhibition curve with a large enough effect in the polarisation, with a control signal flat, not every such curve was filed as active; inconclusive = small, poorly fitted or top-dose-only effect, or effect the other way, or a change in a side signal; inactive = no such curve, though single readings can be large or run the other way; the % refers to the polarisation; note: potency is the fitted concentration of half-maximal effect
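Fluorescence polarization: 7 uM MLL-CXXC (stock) preincubated 5 min with compounds, then 50 nM fluorescein-HOX-A9 DNA (stock) added; 30 min ambient. Buffer 50 mM Tris-HCl pH 7.5, 50 mM NaCl, 1 mM DTT, 0.05% BSA.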
PTAP TSG101 blk = blocks PTAP/TSG101 interaction to inhibit HIV-1 budding. Q99816. Fluorescence polarization, FITC-PTAP peptide / Tsg101 binding. Potency, µM (doses to about 115 µM), for inactives: at the highest dose activity change, negative = inhibition, actives largely listed as inhibitors. 340,000 tested, under 10 active; active = well fitted inhibition curve with a large enough effect in the main read-out, with a control signal flat, not every such curve was filed as active; inconclusive = small, poorly fitted or top-dose-only effect, or effect the other way, or a change in a side signal; inactive = no such curve, though single readings can be large or run the other way; note: potency is the fitted concentration of half-maximal effect; % of control where 0% means no effect
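Compounds were pin-transferred onto Tsg101 binding domain (10 uM final) in HEPES pH 7.5 buffer, then FITC-PTAP peptide was added at 50 nM final. After 20 min at RT, polarization reported peptide displacement across a qHTS concentration series.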
Integrin act MD = integrin-mediated muscular dystrophy alleviation activation | alpha7betagal myoblasts, beta-gal FDG fluorescence, 48 h | Potency, µM (series often up to 38.3 µM), inactives show at the top dose activation, most hits filed as activators | hit rate 0.064% among 350,000;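 note: potency is the fitted concentration of half-maximal effect; 100% = response of the positive control SU9516; nearly all actives have a fitted effect of over 60% in size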
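Alpha7betagal+/- myoblasts (passage 13) were plated 16-24 hr, then exposed to compounds (1:260 dilution of DMSO stock) for 48 hours at 37C. After MPER lysis, β-galactosidase reporter activity was read as FDG fluorescence (ex 480/em 540) after 30 minutes.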
Menin-MLL TR inh = displaces Texas Red mutant MLL peptide from human menin. O00255. hit rate 0.23% among 270,000. Menin + Texas Red MLL mutant peptide, fluorescence polarization. Potency, µM (series often up to 61.6 µM), for the others: top-dose FP activity change, negative = inhibition, hits mostly inhibitors; active = well fitted inhibition curve with a large enough effect in the polarisation, with a control signal flat, not every such curve was filed as active; inconclusive = small, poorly fitted or top-dose-only effect, or effect the other way, or a change in a side signal; inactive = no such curve, though single readings can be large or run the other way; the % refers to the polarisation; note: potency is the fitted concentration of half-maximal effect; % of control where 0% means no effect; many of its hits are not listed in these tables
Target sequence (O00255 whole entry, looked up): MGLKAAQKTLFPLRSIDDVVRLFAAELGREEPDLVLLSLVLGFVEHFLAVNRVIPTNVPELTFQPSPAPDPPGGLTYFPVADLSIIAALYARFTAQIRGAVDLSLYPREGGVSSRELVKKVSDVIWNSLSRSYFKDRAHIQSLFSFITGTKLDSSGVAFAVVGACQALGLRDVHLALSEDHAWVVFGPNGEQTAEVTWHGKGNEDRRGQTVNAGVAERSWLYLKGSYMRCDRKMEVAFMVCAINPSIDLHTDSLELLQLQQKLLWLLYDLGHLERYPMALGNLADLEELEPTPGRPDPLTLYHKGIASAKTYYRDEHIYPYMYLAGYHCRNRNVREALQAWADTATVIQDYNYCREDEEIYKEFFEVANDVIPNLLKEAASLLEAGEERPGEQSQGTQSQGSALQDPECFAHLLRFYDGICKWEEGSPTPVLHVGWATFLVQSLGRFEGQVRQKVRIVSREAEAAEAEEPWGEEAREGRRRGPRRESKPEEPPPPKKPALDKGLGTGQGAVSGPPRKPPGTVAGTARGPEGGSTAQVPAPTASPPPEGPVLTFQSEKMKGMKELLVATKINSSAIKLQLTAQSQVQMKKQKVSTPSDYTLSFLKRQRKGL
AT treatment = potential ataxia-telangiectasia treatments restoring KAP-1 phosphorylation | […] A-T fibroblasts, KAP-1 phosphorylation AlphaLISA; neocarzinostatin DNA damage 30 min before lysis | Potency, µM (top dose mostly 57.5 µM), without a hit: at the top dose activation, usual class: activators | hit rate 0.19% among 320,000; note: potency is the fitted concentration of half-maximal effect; % of control where 0% means no effect; nearly all actives have a fitted effect of over 45% in size
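ATM-like activity read as KAP-1 phosphorylation via AlphaLISA donor/acceptor antibody pairs after lysis and 6 hr at 25C. Cells were ATM-null patient fibroblasts ([…], hTERT), dosed 60 min, then exposed to the DSB inducer NCS for 30 min.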
Mito fusion act = mitochondrial division inhibition or fusion activation | Potency, µM (doses to about 46.1 µM), without a hit: top-dose growth rescue (activation), most hits filed as activators | hit rate 0.23% among 320,000 | S. cerevisiae fusion-defective mutant growth rescue, CellTiterGlo 48 h;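 note: potency is the fitted concentration of half-maximal effect; % of control where 0% means no effect; nearly all actives have a fitted effect of over 45% in size; temperature-sensitive fusion mutants such as fzo1-1 at 37 °C on non-fermentable ethanol glycerol medium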
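Yeast fusion mutant, YPEG (non-fermentable carbon), compound, 48 h at 37C non-permissive; CellTiterGlo added, 10 min RT, luminescence read. Rescued growth = division inhibition.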
S-ASM inh = inhibitors of human secretory acid sphingomyelinase. hit rate 0.006% among 340,000. P17405. placental ASM, HMU-PC fluorogenic substrate, 60 min. Potency, µM (highest dose often 57.5 µM), without a hit: at the highest dose activity change, negative = inhibition, usual class: inhibitors. AID 504937; note: potency is the fitted concentration of half-maximal effect
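Human placenta-derived ASM enzyme was preincubated with compound for 10 minutes at room temperature, then given fluorogenic substrate HMU-PC0 (9 uM final) for 60 minutes at 37 °C; a pH 10 stop preceded fluorescence reading at Ex 386/Em 447 nm.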
TCR activator = T cell receptor activation; Potency, µM (titrated, usually from 9.22 µM), without a hit: at the top dose activation of IL-2 secretion, most hits filed as activators; AID 504894; 330,000 tested, under 10 active; primary human leukocytes, anti-CD3, IL-2 HTRF, 48 h; note: % of control where 0% means no effect
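Primary human leukocytes receive a-CD3 beads and test compound and are incubated 48 hr. Secreted IL-2 is then assayed by HTRF, measuring 665nm acceptor emission after 320nm excitation of the europium donor.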
TSHR antag = human thyrotropin receptor antagonism. hit rate 0.2% among 330,000. AID 504810. activity change, negative = inhibition, % at 11.5 µM. TSHR-expressing cells, TSH-stimulated cAMP HTRF, 2 h; active compounds read low. P16473;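 active = activity change below a set negative limit, meaning inhibition stronger than a set level, cut at about -70% in these data; inconclusive = activity change between two set negative limits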; note: % is set by controls: 0 for no effect and ±100 for the full control effect
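TSHR-expressing cells were treated with compounds, then stimulated with TSH at EC80 (4nM final) for 2 hours at 37 deg C. Cellular cAMP was measured by HTRF competition between lysate cAMP and cAMP-d2 for a cryptate-labelled anti-cAMP antibody.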
MBNL1-CUG inh = inhibitors of human MBNL1 binding to CUG repeat RNA. hit rate 0.036% among 280,000. Potency, µM (titrated, usually from 57.5 µM), without a hit: at the top dose activity change, negative = inhibition, hits mostly inhibitors. Q9NR56. TR-FRET MBNL1-His/biotin-(CUG)12 binding, 665/545 ratio. AID 2675; active = well fitted inhibition curve with a large enough effect in the signal ratio, with a control signal flat, not every such curve was filed as active; inconclusive = small, poorly fitted or top-dose-only effect, or effect the other way, or a change in a side signal; inactive = no such curve, though single readings can be large or run the other way; the % refers to the signal ratio; note: potency is the fitted concentration of half-maximal effect; % is set by controls: 0 for no effect and ±100 for the full control effect
Target sequence (Q9NR56 whole entry, looked up): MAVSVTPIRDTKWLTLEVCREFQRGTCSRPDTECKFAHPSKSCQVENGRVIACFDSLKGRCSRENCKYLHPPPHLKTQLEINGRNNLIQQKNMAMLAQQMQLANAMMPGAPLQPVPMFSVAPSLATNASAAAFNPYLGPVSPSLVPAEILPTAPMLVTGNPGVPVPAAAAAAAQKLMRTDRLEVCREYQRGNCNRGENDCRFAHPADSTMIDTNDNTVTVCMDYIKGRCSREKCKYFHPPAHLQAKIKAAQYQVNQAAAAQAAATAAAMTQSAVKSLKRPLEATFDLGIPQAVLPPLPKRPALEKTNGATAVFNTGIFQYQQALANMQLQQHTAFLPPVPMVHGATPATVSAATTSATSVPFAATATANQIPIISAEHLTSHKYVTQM
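Ratiometric TR-FRET (665 over 545 nm, excitation 340 nm) tracks disruption of MBNL1-His/biotin-(CUG)12 complex after 60 min at room temperature, with compounds at 92 nM to 58 uM final.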
An asterisk follows results filed as active; i = inactive; ? = inconclusive; . = not tested or not shown; [ ] = remark or other dose. Unless noted, calls come from the whole dose curve; as a rule, active = well fitted curve in the direction sought with a large enough effect; inconclusive = small, poorly fitted or top-dose-only effect, or another doubt; inactive = no such curve, though single readings can be large; an effect the other way counts as inactive or inconclusive.

SMILES	CXXC DNA block	PTAP TSG101 blk	Integrin act MD	Menin-MLL TR inh	AT treatment	Mito fusion act	S-ASM inh	TCR activator	TSHR antag	MBNL1-CUG inh
O=C(NCCCNC(=O)c1ccc(F)cc1)c1ccc(F)cc1	-1.5%	0.9%	-18.1%	3.6%	3.5%	2.0%	-0.8%	.	7.7	-2.2%
CSc1nnnn1CCn1nnnc1SC	?	-3.4%	10.0%	3.8%	-1.8%	-3.0%	-0.4%	-0.6%	5.0	5.0%
Cc1cccc(C(=O)N/N=C/c2cc(Br)c(Br)o2)c1	10.7%	-0.4%	-22.4%	12.4%	-0.5%	?	.	4.7%[46.1 µM]	-2.8	1.6%[11.5 µM]
CCC(=O)Nc1ccc(/C(C)=N\NS(=O)(=O)c2ccc(C)cc2)cc1	-9.0%	0.1%	15.2%	12.4%	0.8%	-0.6%	-2.4%	2.2%	-15.9	-1.4%
NNC(=O)c1cc(-c2ccco2)[nH]n1	2.4%	-2.8%	-11.6%	0.0%	-1.0%	-3.0%	6.8%	-4.8%	-8.2	10.4%
O=C(O)CSc1nnc(-c2ccc(Cl)cc2Cl)n1-c1ccc(Br)cc1	12.2%	-7.6%	-9.4%	1.3%	13.5%	-2.8%	10.5%	0.5%	-48.9	-25.5%
Cc1c(C(=O)Nc2ccc(S(=O)(=O)N3CCOCC3)cc2)cccc1[N+](=O)[O-]	6.3%	-5.6%	-22.9%	19.8%	0.1%	0.9%	1.7%	-0.1%	12.2	-0.4%
CCc1ccccc1NC(=O)COC(=O)c1c(C)nsc1NC	.	0.5%	-9.2%	.	8.9%	-1.5%	4.5%	3.9%	-30.8	.
Cc1ccc(-c2nnc(N3CCOCC3)c3ccccc23)cc1S(=O)(=O)NCc1cccnc1	-2.8%	0.3%	3.0%	-10.6%	5.3%	9.3%	1.6%	-14.2%	-14.6	9.2%
COc1ccc(NS(=O)(=O)c2ccc(-n3cnnn3)cc2)cc1OC	-1.7%	-0.4%	-26.9%	.	3.9%	-12.4%	4.9%	-0.2%	-0.2	-2.9%
O=C(CNC(=O)c1ccc2ccccc2c1)NCc1ccccc1F	-4.9%	-1.0%	0.0%	.	1.3%	-2.8%	-2.3%	-0.7%	-5.3	13.0%
Nc1c(N(CCO)C(=O)/C=C/c2ccco2)c(=O)[nH]c(=O)n1Cc1ccccc1	2.6%	-2.5%	?	-26.4%	0.0%	4.9%	5.7%	-1.1%	2.6	5.9%
Cc1c(C#N)c(N)nc2c3c(sc12)NC(=O)CC3c1ccccc1 (stereo not drawn)	-4.0%	1.6%	-6.5%	-14.0%	-7.3%	2.9%	i	-19.1%[46.1 µM]	24.3	77.9%[activator]
Cc1ccc(C(C)NC(=O)Cn2nc(C)c([N+](=O)[O-])c2C)cc1 (stereo not drawn)	-7.4%	-2.2%	-8.7%	10.1%	-3.1%	1.8%	2.1%	-3.4%[46.1 µM]	0.7	-8.0%
C=CCN(c1ccccc1)S(=O)(=O)c1cccc(C(=O)NCC(c2ccc(OC)cc2)N2CCCCC2)c1 (stereo not drawn)	.	0.0%	-39.8%	.	1.0%	11.1%	0.8%	0.0%	-1.9	.
Nc1ccc(C23CC4CC(CC(C4)C2)C3)cc1	3.4%	-0.7%	4.2%	-0.2%	-2.9%	5.3%	6.9%	.	-5.7	-4.0%
C/C(=N\NC(=O)Cc1ccc(F)cc1)c1ccc(O)cc1	-10.4%	-0.8%	3.2%	10.1%	1.3%	7.8%	0.6%	2.8%	2.5	1.0%
CN(Cc1ccc(F)cc1)C(=O)CNC(=O)C1CCCCC1	1.9%	-3.1%	0.0%	.	26.0%	2.6%	0.6%	-1.0%	8.3	-5.9%
O=c1nc2n(c3ncccc13)CCC2	1.9%	-8.4%	-20.2%	7.5%	6.9%	-3.8%	5.4%	.	-2.6	-2.0%
CC(C)c1ccccc1-n1c(SCC(=O)c2ccc3c(c2)NC(=O)CO3)nc2ccccc2c1=O	-2.0%	-1.7%	-21.1%	11.5%	-1.5%	20.6%	-3.1%	4.5%	7.0	19.9%
Cc1cccc(C)c1NC(=O)NC1(C(=O)NCc2ccncc2)CCCCC1	0.8%	0.0%	-0.3%	9.1%	-10.0%	2.5%	5.1%	4.1%	-13.5	-3.1%
Cc1sc(NC(=O)c2ccco2)c(C(c2ccccc2)N2CCC(C)CC2)c1C (stereo not drawn)	1.2%	0.3%	11.0%	12.2%	-1.2%	-7.4%	-3.6%	1.7%	-17.8	9.0%
CCN(CC)C(=O)Cn1cc(S(=O)(=O)CC(=O)NCc2ccc3c(c2)OCO3)c2ccccc21	9.3%	-3.9%	5.5%	-8.4%	6.3%	2.8%	6.7%	-1.1%	3.0	-12.4%
O=C(COc1ccc2ccccc2c1)N/N=C/C1CC=CCC1 (stereo not drawn)	-2.5%	-0.5%	5.9%	-5.4%	-1.0%	-30.1%[inhibitor]	-1.9%	8.8%[46.1 µM]	-2.1	?
O=C(NCCCN1CCCC1=O)c1ccc(NS(=O)(=O)c2ccc(F)cc2)cc1	.	-6.2%	0.0%	.	3.4%	-1.1%	2.0%	0.4%	5.1	.
NC(=O)C1CCN(C(=O)CNC(=O)c2ccc(F)cc2)CC1	.	-0.2%	-9.7%	.	10.0%	.	3.0%	-6.2%	-15.7	.
CC(=O)c1ccc(NC(=O)COC(=O)Cc2ccsc2)cc1	.	-4.8%	-26.1%	.	-2.9%	.	-1.4%	.	.	.
Oc1ccc(CCNc2ncnc3ccc(Cl)cc23)cc1	5.3%	2.3%	.	2.7%	0.6%	3.2%	-3.3%	-2.6%	?	-7.6%
CN(C)Cc1c(-c2ccc(Cl)cc2)nc2ccccn12	4.5%	-4.4%	26.1%	5.3%	3.6%	-1.9%	2.3%	-2.4%	-7.1	-4.7%
CC1CN(C)C(c2ccccc2)C(C)C12NC(=O)NC2=O (stereo not drawn)	8.2%	-3.5%	16.4%	-9.8%	.	5.3%	2.2%	2.6%	13.3	-19.0%
Cn1c(=NC(=O)C2=NNC(=O)CC2)sc2ccccc21	6.0%	-2.6%	42.4%	-9.2%	-0.5%	0.1%	3.0%	-3.8%	-4.2	3.1%
Cc1cc(N2CCN(S(=O)(=O)c3ccc(Cl)cc3)CC2)c2ccccc2n1	-23.7%	-0.6%	-51.9%[inhibitor]	-7.4%	-0.5%	2.8%	-3.2%	8.0%	-28.0	2.6%
CCOC(=O)C1(Cc2ccc(OC)cc2)CCN(C(=O)CN2CCCCC2=O)CC1	-4.2%	-1.2%	-19.2%	5.9%	-3.2%	-0.2%	2.9%	0.0%	-1.4	0.6%
N/C(Cc1ccc(Cl)cc1Cl)=N\OC(=O)Cc1ccc(Cl)cc1	15.3%	0.1%	31.9%	-4.3%	11.8%	-19.1%	-3.2%	0.2%	-23.0	.
Cc1cc(C)n(-c2ccc(C(=O)Nc3ccc(S(=O)(=O)NCc4ccco4)cc3)cc2)n1	-4.8%	-3.0%	-30.9%	17.8%	-0.3%	1.4%	-7.7%	6.5%	-18.2	-3.6%
C=C1N(C)c2cc([N+](=O)[O-])c(N)cc2C1(C)C	4.9%	-0.3%	6.5%	-1.6%	-4.5%	-4.9%	-4.6%	3.0%	-6.2	?
CC(=O)c1cccc(NC(=S)NC(=O)c2ccc(Cl)cc2)c1	?	-0.6%	-12.8%	-3.4%	6.7%	-7.8%	-2.0%	-2.6%[46.1 µM]	0.4	-0.9%
C#CCOCCOCCOCCNc1nc(N2CCN(C(=O)Cn3cc(CCCCN)nn3)CC2)nc(N2CCN(C(=O)[C@H](C(C)C)n3cc(CCO)nn3)CC2)n1	7.3%	-2.4%	-0.1%	7.3%	11.1%	-3.3%	-0.6%	1.4%	2.9	40.5%[activator]
CCCOc1ccc(-c2nc(-c3ccc(N)cc3)cs2)cc1	-24.2%	.	.	?	19.4%	24.8%	.	.	22.1	?
O=C(CN1CCN(C/C=C/c2ccccc2)CC1)Nc1ccc(F)cc1F	1.9%	0.8%	-27.1%	-2.5%	-2.8%	7.2%	0.2%	-6.7%	-1.1	-1.4%
COc1ccccc1-n1c(=O)[nH]c2c(C(N)=O)nc(C3CCCCC3)nc21	2.1%	5.8%	-4.6%	-16.4%	-11.8%	-1.1%	36.6%	-3.0%	0.0	-1.2%
CCCc1cc2c(=O)c(-c3ccccn3)coc2cc1OC	-6.6%	0.6%	22.5%	8.5%	-3.4%	14.9%	13.2%	-2.5%	-10.2	-18.7%

This is a subset; rates above refer to the full screens.
